# H1N1 NS1A inhibition: H1N1 influenza NS1A inhibitors, functional cell based assay (AID 504329); NS1A functional cell-based assay, percent inhibition; higher % means a stronger effect; one-dose inhibition, % at 12.5 µM; IC50 in µM for titrated hits; actives 0.3% (n = 340,000); in the data active = a potency from the dose series; inconclusive = inhibition above about 27% without an active follow-up result; note: strong numbers were not always called active
# inhibitors of VEEV: inhibitors of VEEV TC-83 cytopathic effect, confirmation, Vero cells (AID 588727); Vero cells, VEEV TC-83 cytopathic effect inhibition; higher % means a stronger effect; one-dose inhibition, % at 20 µM; IC50 in µM for titrated hits; actives 0.13% (n = 350,000); in the data active = a potency from the dose series; inconclusive = inhibition mostly from about 14% at the one dose, without a potency; inactive = the rest, 99 in 100 with inhibition below about 12%; note: strong numbers were not always called active
# H37Rv inhibition: M. tuberculosis growth inhibition, HTS (AID 449762). M. tuberculosis H37Rv growth inhibition, 7H9 media; higher % means a stronger effect. actives 0.59% (n = 330,000). inhibition, % at 25 µM, or IC50 in µM where a hit was titrated; in the data active = a potency from the dose series; inconclusive = inhibition above about 70% without an active follow-up result;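 note: bacterial growth assessed after seven days of incubation; strong numbers were not always called active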
# PhoP GFP inhibition: PhoP regulon inhibitors, Salmonella typhi PhoP promoter GFP reporter, confirmatory (AID 1850); Salmonella Typhi PhoP-promoter GFP reporter, fluorescence, 4 h; higher % means a stronger effect; actives 0.33% (n = 310,000); inhibition, % at 50 µM; hits with a dose series show IC50 in µM; in the data active = a potency from the dose series; inconclusive = inhibition mostly from about 25% at the one dose, without a potency; inactive = the rest, 99 in 100 with inhibition below about 19%;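 note: 0% = induced wells with vehicle and 100% = uninduced wells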
# M. tuberculosis: growth inhibition of non-replicating M. tuberculosis (AID 488890); one-dose inhibition, % at 25 µM; IC50 in µM for titrated hits; Mycobacterium tuberculosis non-replicating, growth inhibition; higher % means a stronger effect; actives 0.39% (n = 320,000); in the data active = a potency from the dose series; inconclusive = inhibition mostly from about 82% at the one dose, without a potency; inactive = the rest, 99 in 100 with inhibition below about 76%;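 note: plate controls were DMSO cells for no effect and high antibiotic wells for full effect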
# inhibitors of VEEV 10K pilot screen: recorded beside inhibitors of VEEV, whose call it bears; inhibition, %; measured here: 10K pilot screen inhibition
# Active calls of the source: *; i = inactive; ? = inconclusive; / = not tested or not shown.
SMILES,H1N1 NS1A inhibition,inhibitors of VEEV,H37Rv inhibition,PhoP GFP inhibition,M. tuberculosis,others
CCCC(C)C(=O)Nc1ccc2c(c1)OCCO2 (stereo not drawn),-4%,i,-1%,12%,1%,
C/C(Cc1ccccc1)=N\NC(=O)CNC(=O)c1cccc(Cl)c1,3%,1.4%,0%,-1%,-13%,
CCN1C(=O)c2ccccc2S(=O)(=O)c2ccc(C(=O)NCCOC)cc21,-6%,0.8%,9%,-17%,-13%,
CCC(CC)NC(=O)COC(=O)c1ccc(NS(=O)(=O)c2ccc3c(c2)OCCO3)cc1,1%,0.5%,5%,-8%,12%,
N[C@@H](CCl)C(=O)O,-2%,1.0%,39µM*,14%,22%,
O=C(O)CCc1nn2c3ccccc3nc2n(Cc2ccccc2)c1=O,-2%,0.8%,-3%,5%,-9%,
Cn1c(CN2CCN(S(C)(=O)=O)CC2)nc2cc([N+](=O)[O-])ccc21,-23%,1.9%,8%,5%,2%,
Cc1noc(NS(=O)(=O)c2ccc(N/C=C\C(=O)c3ccncc3)cc2)c1C,-2%,0.6%,-10%,2%,60%,
O=C(NCc1cccc(Cl)c1)NC(=O)c1csc([N+](=O)[O-])c1,-2%,1.3%,2%,5%,-5%,
COc1cccc(CN2CCCC(CNC(=O)c3ccc(F)cc3)C2)c1OC (stereo not drawn),1%,0.1%,-8%,-6%,6%,
CC1(C)CC(CC(=O)O)(c2ccc(Cl)cc2)CCO1 (stereo not drawn),-15%,i,-9%,-7%,-6%,
Cn1c(NCCCN2CCOCC2)nc2c1c(=O)n(Cc1ccc(Cl)cc1)c(=O)n2C,4%,i,-9%,-2%,14%,
O=C1OC(N2C(=O)CC[C@H]2C(=O)Nc2cccc(F)c2)c2ccccc21 (stereo partly drawn),-2%,0.4%,-7%,-16%,-14%,
COC1=CC(=O)C(OC)=C(OC)C1=O,-3%,3.0%,/,/,/,
O=C(NN=Cc1ccccc1O)NN=Cc1ccccc1O,-5%,i,/,/,/,
CN(C)CCN[C@H]1CCC2C3CC=C4C[C@@H](O)CC[C@]4(C)C3CC[C@@]21C (stereo partly drawn),-19%,2.6%,1%,/,80%,
O=C(NCCCCNC(=O)c1ccc(F)cc1)c1ccc(F)cc1,23%,0.8%,4%,-6%,24%,
COc1ccc2c(c1)C(C)CC(C)(C)N2C(=O)CSc1ncn[nH]1 (stereo not drawn),-22%,1.7%,-13%,-6%,-19%,
O=C(Cc1cccc([N+](=O)[O-])c1)Nc1ccc(C(=O)N2CCOCC2)cc1,-7%,0.5%,0%,/,8%,
O=C(NC(=S)Nc1ccccc1N1CCOCC1)c1ccc(Br)cc1,15%,5.8%,-18%,-11%,25%,
CCOc1cc(/C=N/NC(=O)c2cc(-c3cccc(OC)c3)nc3ccccc23)ccc1O,/,?,-1%,6%,0%,
COc1cccc(C2C3=C(CCCC3=O)NC3=C2C(=O)c2ccccc23)c1 (stereo not drawn),/,/,8%,-1%,14%,
CCC(=O)N1CCc2cc(Br)cc(S(=O)(=O)N3CCCCCC3)c21,11%,6.0%,-1%,17%,28%,
CCCc1nnc(NC(=O)CCC(=O)N2CCN(C3c4ccccc4-c4ccccc43)CC2)s1,-4%,1.0%,1%,-9%,-5%,
O=C(CSc1ncnc2c1oc1ccccc12)Nc1nc2ccccc2s1,1%,2.9%,0%,/,0%,
# Additional entries:
SMILES,H1N1 NS1A inhibition,inhibitors of VEEV,H37Rv inhibition,PhoP GFP inhibition,M. tuberculosis,others
O=C(CSc1ncnc2c1oc1ccccc12)Nc1cccc(F)c1,1%,2.0%,-4%,1%,18%,
COc1ccc(C(CNC(=O)c2cccc(S(=O)(=O)N3CCOCC3)c2)N2CCOCC2)cc1 (stereo not drawn),-7%,i,-3%,/,-2%,
CCOc1ccc(CN2CCN(CCCc3ccccc3)C(CCO)C2)cc1 (stereo not drawn),-1%,0.3%,5%,-5%,6%,
CCOc1ccc(/C=N/NC(=O)c2nnn(-c3nonc3N)c2COc2ccc(F)cc2)cc1,-2%,1.1%,1%,2%,-22%,
COc1ccc(C(=O)NNC(=S)NC2CCCCC2)cc1OC,-2%,i,6%,16%,-3%,
COC(=O)N/N=C(\C)c1cccs1,-2%,i,-7%,8%,1%,
C[C@@H]1C[C@@H]2O[C@H]2/C=C\C=C\C(=O)Cc2c(Cl)c(O)cc(O)c2C(=O)O1,0%,26%,18%,12%,77%,
CS(=O)(=O)Nc1ccc(C(=O)N2CC(=O)Nc3ccccc32)cc1,-7%,0.9%,3%,2%,19%,
CSCCC(NC(=O)COc1ccccc1)C(=O)N(C)Cc1ccc(SC)cc1 (stereo not drawn),-3%,0.8%,0%,/,34%,
COc1ccc(-n2c(=S)[nH]c(=O)c3cccnc32)cc1,-24%,1.4%,-12%,3%,-4%,
CCC(=O)O[C@@H]1[C@@H](OC(C)=O)[C@@]2(O)C(C[C@H](O)C2(C)C)[C@](C)(O)[C@H]2CC[C@@H]3[C@@H](O)[C@]12C[C@@]3(C)O (stereo partly drawn),5%,0.2%,-9%,-3%,-13%,inhibitors of VEEV 10K pilot screen=0.1
CCC(=O)Nc1nc(C)c(Oc2ccccc2)c(=O)[nH]1,-4%,0.7%,-4%,-8%,11%,
NS(=O)(=O)c1ccc(NC(=O)N2c3ccccc3Sc3ccccc32)cc1,2%,1.2%,-9%,5%,-2%,
O=C(/C=C/c1cccs1)Nc1nc(-c2ccccc2)cs1,-1%,10%,5%,2%,20%,
COc1ccc2c(c1)CC1c3c(cc4c(c3-2)OCO4)CC[N+]1(C)[O-] (stereo not drawn),14%,0.0%,4%,2%,11%,
Oc1ccccc1-c1cc(-c2ccccc2Cl)[nH]n1,36%,i,?,-2%,-3%,
CCn1c(COc2cccc3cccnc23)nnc1SC(F)F,-4%,0.5%,-8%,3%,0%,
CC(C)[C@H](NC(=O)[C@@H]1CSC2c3ccccc3C(=O)N21)C(=O)NCc1ccco1 (stereo partly drawn),-1%,1.2%,-1%,1%,-9%,
CCCCn1c(NC(C)CC)nc2c1c(=O)[nH]c(=O)n2C (stereo not drawn),-16%,2.9%,-10%,8%,-4%,
CC1(C)CC(=O)C2=C(C1)N(Cc1cccnc1)C(=O)C2(NC(=O)C1CC1)C(F)(F)F (stereo not drawn),-7%,i,-2%,12%,-1%,
Cc1cc(C)cc(NC(=O)N2CCCC2C(=O)Nc2ccc(-n3cnnn3)cc2)c1 (stereo not drawn),2%,0.1%,-7%,-1%,-1%,
O=C(CSc1nc2ccccc2c(=O)n1-c1ccccc1)c1c[nH]c2ccccc12,5%,2.5%,5%,1%,16%,
Cc1[nH]c2ccc(C(=O)O)cc2c1C,0%,0.6%,-17%,-4%,-7%,
C#CCOCCOCCOCCNc1nc(N2CCN(C(=O)[C@H]([C@@H](C)CC)n3cc(CCCCN)nn3)CC2)nc(N2CCN(C(=O)[C@H](CCCCN)n3cc(CC(C)O)nn3)CC2)n1 (stereo partly drawn),-14%,0.8%,-3%,-9%,18%,
Cc1c(NC(=O)c2ccc(CC(C)C)o2)c(=O)n(-c2ccccc2)n1C,0%,0.4%,1%,0%,-2%,

# The final six compounds of the section above are carried over, then new ones follow.
SMILES,H1N1 NS1A inhibition,inhibitors of VEEV,H37Rv inhibition,PhoP GFP inhibition,M. tuberculosis,others
CC1(C)CC(=O)C2=C(C1)N(Cc1cccnc1)C(=O)C2(NC(=O)C1CC1)C(F)(F)F (stereo not drawn),-7%,i,-2%,12%,-1%,
Cc1cc(C)cc(NC(=O)N2CCCC2C(=O)Nc2ccc(-n3cnnn3)cc2)c1 (stereo not drawn),2%,0.1%,-7%,-1%,-1%,
O=C(CSc1nc2ccccc2c(=O)n1-c1ccccc1)c1c[nH]c2ccccc12,5%,2.5%,5%,1%,16%,
Cc1[nH]c2ccc(C(=O)O)cc2c1C,0%,0.6%,-17%,-4%,-7%,
C#CCOCCOCCOCCNc1nc(N2CCN(C(=O)[C@H]([C@@H](C)CC)n3cc(CCCCN)nn3)CC2)nc(N2CCN(C(=O)[C@H](CCCCN)n3cc(CC(C)O)nn3)CC2)n1 (stereo partly drawn),-14%,0.8%,-3%,-9%,18%,
Cc1c(NC(=O)c2ccc(CC(C)C)o2)c(=O)n(-c2ccccc2)n1C,0%,0.4%,1%,0%,-2%,
Nc1nc(N2CCOCC2)nc2ccccc12,1%,0.6%,0%,0%,3%,
COc1ccccc1NC(=O)Cn1cc(C#N)c2ccccc21,-3%,i,-5%,4%,-17%,
CCOc1ccc(C(=O)Nc2ccc3c(c2)OCCO3)cc1OC,-8%,2.2%,8%,-11%,18%,
O=C(NCc1ccco1)c1ccccc1NS(=O)(=O)c1ccc2c(c1)OCCO2,0%,4.3%,11%,4%,7%,
O=C(Nc1c(F)cc(F)cc1Br)c1cc(S(=O)(=O)N2CCN(c3ccccn3)CC2)ccc1F,3%,0.8%,-3%,-8%,-4%,
O=C(N/N=C/c1cccc([N+](=O)[O-])c1)C1COc2ccccc2O1 (stereo not drawn),3%,1.0%,-2%,-1%,30%,
COC(=O)c1ccc(NC(=O)C2C3CCC(C3)C2C(=O)O)cc1 (stereo not drawn),-6%,1.5%,-11%,-6%,-1%,
O=C(Nc1cccc2nsnc12)c1ccc(-c2cccc(Cl)c2)o1,-5%,4.8%,1%,-11%,20%,
Cc1cccc(N=Nc2c(N)n[nH]c2-c2ccc(Cl)cc2)c1,2%,i,?,1%,21%,
Cc1nn(-c2ccccc2)c2sc(-c3nnc(SCC(=O)O)o3)cc12,3%,0.6%,8%,-4%,17%,
Cc1onc(C(=O)Nc2sc3c(c2C#N)CCCC3)c1[N+](=O)[O-],5%,0.5%,30%,-2%,55%,
Cc1cccc(C(=O)N/N=C/c2cc(Br)c(Br)o2)c1,2%,2.7%,0%,9%,4%,
CSc1ccc(-c2nc(CSCC(=O)NC3CC3)c(C)o2)cc1,16%,1.0%,2%,5%,-8%,
COc1ccc(F)cc1CN1CCN(C(=O)CCC(=O)Nc2nnc(C(C)C)s2)CC1,-9%,4.8%,4%,11%,31%,
Cc1ccc(OCc2cc(C(=O)N3CCN(CC(=O)NC(C)C)CC3)no2)cn1,-11%,4.4%,-3%,0%,8%,
CCS(=O)(=O)Nc1ccc2c(c1)OCO2,2%,1.2%,-3%,0%,-12%,
CN(C)CCNc1nc2c(c(=O)[nH]c(=O)n2C)n1CCOc1ccccc1,7%,i,-4%,0%,-5%,
Cc1ccc(OCCC(=O)OC(C)C(=O)Nc2c(C)n(C)n(-c3ccccc3)c2=O)cc1 (stereo not drawn),6%,1.5%,1%,-4%,9%,
Cc1ccc(NCc2ccc(Cl)nc2)c(NCc2ccc(Cl)nc2)c1,18%,5.1%,3%,7%,57%,
O=C(NCc1nnc(SCC(=O)N2CCc3ccccc32)o1)c1cccs1,4%,0.8%,-11%,10%,19%,
Cc1occc1C(=O)NCCCc1ccccc1,-19%,1.3%,4%,5%,6%,
CCN(CC)P(=O)(Nc1ccc(Br)cc1)c1c(C)nn(CCC#N)c1NC(=O)c1ccc(Cl)cc1 (stereo not drawn),4%,1.6%,10%,-12%,51%,
Cc1nc2ccc(C(=O)N(C)CC3CCCN(CCc4ccc(Cl)cc4)C3)cc2[nH]1 (stereo not drawn),5%,0.1%,3%,5%,14%,
Cc1ccccc1CC1(CO)CCCN(C(=O)c2ccc(F)cc2)C1 (stereo not drawn),1%,0.6%,-4%,-13%,31%,
O=C(c1cc(F)c(F)cc1Cl)N1CCCCC1,0%,0.2%,9%,-12%,-5%,

# Taken from the entries so far for reference:
SMILES,H1N1 NS1A inhibition,inhibitors of VEEV,H37Rv inhibition,PhoP GFP inhibition,M. tuberculosis,others
Cc1ccc(NCc2ccc(Cl)nc2)c(NCc2ccc(Cl)nc2)c1,18%,5.1%,3%,7%,57%,
O=C(NCc1nnc(SCC(=O)N2CCc3ccccc32)o1)c1cccs1,4%,0.8%,-11%,10%,19%,
Cc1occc1C(=O)NCCCc1ccccc1,-19%,1.3%,4%,5%,6%,

# Additional structures
SMILES,H1N1 NS1A inhibition,inhibitors of VEEV,H37Rv inhibition,PhoP GFP inhibition,M. tuberculosis,others
O=C(c1ccc(Cl)c(Cl)c1)N1CCC(O)(CN2CCOCC2)CC1,-3%,i,1%,-5%,5%,
O=C(CSc1nnc(NC(=O)c2ccc(F)cc2)s1)NCc1ccco1,-1%,1.4%,-23%,-12%,43%,
O=C(Cc1ccc(Cl)c(Cl)c1)Nc1cccnc1,-9%,0.5%,3%,2%,4%,
O=C(CN1C2CCCC1CC(NC(=O)C1CCCCC1)C2)Nc1ccccc1C(F)(F)F (stereo not drawn),-4%,0.7%,4%,9%,18%,
O=C(NC(Cc1ccccc1)C(=O)O)/C(=C/c1cccc(Br)c1)NC(=O)c1ccco1 (stereo not drawn),3%,0.2%,-11%,2%,-15%,
COc1cccc(CNc2ccc(F)c(Cl)c2)c1OC,-10%,3.0%,-1%,-3%,13%,

# Source: PubChem BioAssay
